Eya2 phos inh = qHTS Assay for Inhibitors of the Phosphatase Activity of Eya2; recombinant Eya2, OMFP fluorescence dephosphorylation (OMFP is methylfluorescein phosphate); Protein phosphatase EYA2 (Homo sapiens), O00167; hit rate 0.006% among 330,000; Potency, µM (titrated, usually from 76.9 µM), for inactives: at the top dose activity, negative = inhibition, usual class: inhibitors; AID 488837, 2010; also: potency is read from the fitted curve at half-maximal effect; % is scaled to controls: 0 for no effect and ±100 for the full control effect
Target sequence (O00167 whole entry, looked up): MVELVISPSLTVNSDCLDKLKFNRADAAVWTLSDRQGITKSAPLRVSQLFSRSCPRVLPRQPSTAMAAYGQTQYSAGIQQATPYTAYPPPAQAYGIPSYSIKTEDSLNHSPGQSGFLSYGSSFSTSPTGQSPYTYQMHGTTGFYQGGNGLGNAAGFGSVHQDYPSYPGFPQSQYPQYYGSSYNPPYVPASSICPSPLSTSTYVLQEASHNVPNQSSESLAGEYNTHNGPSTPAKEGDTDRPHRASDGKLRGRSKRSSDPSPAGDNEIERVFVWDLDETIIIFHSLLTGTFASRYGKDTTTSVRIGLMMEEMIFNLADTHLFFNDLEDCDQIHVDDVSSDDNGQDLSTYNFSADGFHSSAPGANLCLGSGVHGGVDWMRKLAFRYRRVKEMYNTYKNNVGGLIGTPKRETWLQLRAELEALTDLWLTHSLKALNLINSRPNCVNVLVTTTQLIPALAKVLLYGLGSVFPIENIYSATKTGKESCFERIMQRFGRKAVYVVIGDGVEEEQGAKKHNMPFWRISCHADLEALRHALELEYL
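Eya2 (0.2 uM) preincubated 10 min at ambient with compound, then OMFP substrate added at 50 uM; 10 min reaction in 50 mM HEPES pH 7.5, 50 mM NaCl, 5 uM MgCl2, 0.05% BSA, 1 mM DTT. Fluorescence read at Ex 485/Em 525 nm.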
KCNH2 3.1 block = qHTS for Inhibitors of KCHN2 3.1: Mutant qHTS; hit rate 0.95% among 340,000; AID 720553, 2013; U2OS KCNH2 3.1, thallium flux FluxOr; active compounds read low; activity change, % (tested at about 1.8 µM);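 active = maximum activity change below -70%; inconclusive = maximum activity change from -70% to -50%; inactive = maximum activity change above -50%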;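 also: thallium influx rate constant from kinetic fluorescence after stimulation buffer; % is scaled to controls: 0 for no effect and ±100 for the full control effect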
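We transduce U2OS cells with the mutant 3.1 virus, culture them overnight, load FluxOr with Red40 quencher for 45 min, then add stimulation buffer and read kinetically for 2 min to derive a normalized rate constant.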
TCR activator = Activators of T cell receptors: qHTS campaign; 330,000 tested, under 10 active; primary human leukocytes, anti-CD3, IL-2 HTRF, 48 h; AID 504894, 2011; Potency, µM (titrated, usually from 9.22 µM), inactives show at the top dose activation of IL-2 secretion, hits mostly activators; also: % of control where 0% means no effect
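Primary human leukocytes incubated 48 hr with anti-CD3 beads plus compound, without co-stimulation. Secreted IL-2 measured by HTRF (europium cryptate/d2 anti-IL-2 pair, 320 nm excitation, 665 nm emission).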
ELG1 DNA repair = qHTS screen for small molecules that inhibit ELG1-dependent DNA repair in human embryonic kidney (HEK293T) cells expressing luciferase-tagged ELG1. HEK293T ELG1-luciferase reporter, luminescence, 16 h; DNA damage induced by 5-fluorouridine. Potency, µM (highest dose often 46.1 µM), for inactives: top-dose activity change, negative = inhibition, usual class: inhibitors. hit rate 2.3% among 330,000; also: potency is read from the fitted curve at half-maximal effect; % is scaled to controls: 0 for no effect and ±100 for the full control effect; nearly all actives have a fitted effect of over 55% in size
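HEK293T cells expressing luciferase-tagged ELG1 (2,000/well) received 5-Fluorouridine plus compound or DMSO for 16 hr at 37 °C. Luciferase was read by ONE-Glo luminescence after 30 min at room temperature.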
A-T KAP1 phos = qHTS Assay for Identifying a Potential Treatment of Ataxia-Telangiectasia. […] A-T fibroblasts, KAP-1 phosphorylation AlphaLISA; neocarzinostatin DNA damage 30 min before lysis. Potency, µM (doses to about 57.5 µM), for the others: top-dose activation, actives largely listed as activators. hit rate 0.19% among 320,000; also: potency is read from the fitted curve at half-maximal effect; % of control where 0% means no effect; nearly all actives have a fitted effect of over 45% in size
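ATM-like activity read as KAP-1 phosphorylation via AlphaLISA donor/acceptor antibody pairs after lysis and 6 hr at 25C. Cells were ATM-null patient fibroblasts ([…], hTERT), dosed 60 min, then exposed to the DSB inducer NCS for 30 min.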
USP2a inh = qHTS Assay for Inhibitors of Ubiquitin-specific Protease USP2a Using CHOP2 as the Reporter | Ubiquitin carboxyl-terminal hydrolase 2 (Homo sapiens), O75604 | USP2 core, Ub-CHOP2 coupled fluorogenic reporter, 485/531 | Potency, µM (series often up to 38.3 µM), for inactives: at the highest dose activity change, negative = inhibition, most hits filed as inhibitors | hit rate 0.01% among 330,000 | AID 463254, 2010;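 also: potency is read from the fitted curve at half-maximal effect; plate controls were DMSO wells for no effect and full inhibition by NEM control for full effect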
Target sequence (O75604 whole entry, looked up): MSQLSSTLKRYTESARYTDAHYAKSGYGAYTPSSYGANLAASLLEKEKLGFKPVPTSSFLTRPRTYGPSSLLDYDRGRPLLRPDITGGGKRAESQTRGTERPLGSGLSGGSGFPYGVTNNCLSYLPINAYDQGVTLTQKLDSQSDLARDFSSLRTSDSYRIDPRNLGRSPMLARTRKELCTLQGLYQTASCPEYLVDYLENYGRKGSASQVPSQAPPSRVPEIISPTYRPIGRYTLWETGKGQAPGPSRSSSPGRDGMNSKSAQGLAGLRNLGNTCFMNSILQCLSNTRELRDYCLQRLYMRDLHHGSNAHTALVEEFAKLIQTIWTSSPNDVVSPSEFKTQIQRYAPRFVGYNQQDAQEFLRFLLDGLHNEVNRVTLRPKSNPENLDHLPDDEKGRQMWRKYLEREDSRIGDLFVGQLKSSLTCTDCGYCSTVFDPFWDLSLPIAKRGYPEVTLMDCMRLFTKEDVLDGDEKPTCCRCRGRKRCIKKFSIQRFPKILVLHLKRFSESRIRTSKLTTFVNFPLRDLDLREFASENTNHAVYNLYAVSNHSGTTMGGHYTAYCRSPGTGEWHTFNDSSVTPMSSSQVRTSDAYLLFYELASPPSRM
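Deubiquitinase activity read as fluorescence (485/531 nm) after Ub-CHOP2 cleavage activates the enterokinase reporter on its substrate; USP2 core 10nM, Ub-CHOP2 and substrate 25nM each, 30min compound preincubation then 60min RT; data normalized to NEM, curves fitted.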
Mito fusion yeast = qHTS Assay for Small Molecule Inhibitors of Mitochondrial Division or Activators of Mitochondrial Fusion; Potency, µM (top dose mostly 46.1 µM), without a hit: at the top dose growth rescue (activation), usual class: activators; hit rate 0.23% among 320,000; AID 485298, 2010; S. cerevisiae fusion-defective mutant growth rescue, CellTiterGlo 48 h;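 also: potency is read from the fitted curve at half-maximal effect; % of control where 0% means no effect; nearly all actives have a fitted effect of over 45% in size; temperature-sensitive fusion mutants such as fzo1-1 at 37 °C on non-fermentable ethanol glycerol medium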
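Luminescent cell viability in 1536-well qHTS format served as the measure of rescued growth in ts fusion-mutant S. cerevisiae cultured on non-fermentable YPEG for 48 hours at 37C.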
hERG WT inh = qHTS for Inhibitors of KCHN2 3.1: Wildtype qHTS; hit rate 0.37% among 340,000; Voltage-gated inwardly rectifying potassium channel KCNH2 (Homo sapiens), Q12809; AID 720551, 2013; U2OS, BacMam KCNH2, thallium flux FluxOr; active compounds read low; activity change, % at 1.84 µM;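 active = maximum activity change below -70%; inconclusive = maximum activity change between -70% and -50%; inactive = maximum activity change above -50%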; also: % is scaled to controls: 0 for no effect and ±100 for the full control effect
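U2OS cells transduced with wild-type KCNH2 virus are loaded with FluxOr dye for 45 min, and thallium flux is measured in kinetic reads before and after stimulation buffer. Rate constants are normalized to DMSO controls.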
TRPV1 agonist = HTS Assay for Compounds that Act as Agonists of the Vanilloid Receptor 1; Transient receptor potential cation channel subfamily V member 1 (Homo sapiens), Q8NER1; TRPV1-expressing cells, Fluo-8 calcium influx, agonist mode; hit rate 0.19% among 320,000; activation, % at 8.33 µM; in the data active = activation above about 80%; inconclusive = between about 30% and that limit; also: 0% is about no effect
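TRPV1-expressing cells were cultured overnight at 35.5C and loaded with Fluo-8 calcium dye for 40 to 90 min at room temperature. After a 10 s baseline, compound was added and calcium influx was read kinetically for 3 min (ex 480/em 520 nm).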
TSHR antag = Antagonists of the Thyroid Stimulating Hormone Receptor: HTS campaign; TSHR-expressing cells, TSH-stimulated cAMP HTRF, 2 h; active compounds read low; activity change, negative = inhibition, % at 11.5 µM; hit rate 0.2% among 330,000; AID 504810, 2011;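 active = activity change below a set negative limit, meaning inhibition stronger than a set level, cut at about -70% in these data; inconclusive = activity change between two set negative limits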; also: % is scaled to controls: 0 for no effect and ±100 for the full control effect
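Read-out is FRET at 665 nm (cryptate excitation 337 nm) from a cryptate-tagged anti-cAMP antibody, competed by cell cAMP against cAMP-d2. Compounds are tested on freshly harvested TSHR cells challenged with 4nM TSH (EC80) for 2 hours at 37 deg C.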
Starred values were filed as active, the others as inactive; i = inactive; ? = inconclusive; / = not tested or not shown; [ ] = another dose, or the depositor's remark. Unless noted, calls follow the shape of the dose curve; as a rule, active = well fitted curve in the direction sought with a large enough effect; inconclusive = small, poorly fitted or top-dose-only effect, or another doubt; inactive = no such curve, though single readings can be large; an effect the other way counts as inactive or inconclusive. Only part of the results is shown. The share of hits here may be higher or lower than overall.

Values run as follows: Eya2 phos inh | KCNH2 3.1 block | TCR activator | ELG1 DNA repair | A-T KAP1 phos | USP2a inh | Mito fusion yeast | hERG WT inh | TRPV1 agonist | TSHR antag
CC1CCc2sc(C(=O)Nc3nnc(SCc4ccc(F)cc4)s3)cc2C1 (stereo not drawn)
    15% | -3 | 1% | 15% | -19% | 0% | -4% | 1 | 13 | -11
O=C(NCC1CCCO1)c1ccc(Oc2ccc([N+](=O)[O-])cc2)cc1 (stereo not drawn)
    -10% | -14 | 3% | 0% | -1% | 2% | 3% | 13 | 16 | 4
COc1cccc(OCC(=O)NCC2CCCO2)c1 (stereo not drawn)
    -16% | 26 | -110% | 12% | 3% | 6% | / | 1 | / | /
COc1cccc(C(=O)NNC(=O)Cc2ccc([N+](=O)[O-])cc2)c1
    -3% | -1 | 3%[46.1 µM] | 13% | -5% | 1% | -17% | -12 | -6 | -3
O=C(CN1CCSC1=O)N1CCN(S(=O)(=O)c2ccc(F)cc2)CC1
    -18% | 19 | 2% | 5% | -1% | 1% | -1% | -4 | -1 | -6
CCC(=O)Nc1ccc(NC(=O)c2oc3ccccc3c2C)cc1
    1% | -12 | -3% | 17% | 4% | 0% | 6% | -7 | 15 | 14
O=C(c1ccco1)N1CCN(Cc2nc3ccccc3[nH]2)CC1
    3% | 7 | -2% | 0% | 25% | 5% | / | 13 | / | /
CC(C)(C)CN1CCNC(=O)C1CC(=O)NCCc1ccccc1C(F)(F)F (stereo not drawn)
    -14% | 2 | -5% | 6% | -5% | -6% | 2% | -9 | 4 | 12
COc1ccc(C(C(N)=O)c2ncc(C(F)(F)F)cc2Cl)cc1 (stereo not drawn)
    4% | 2 | -1% | -4% | -3% | -2% | 16% | 13 | 2 | 3
CC(C)Sc1nc(NCc2ccco2)c2c3c(sc2n1)COC(C)(C)C3
    -5% | -5 | 0% | 17% | 14% | 1% | 16% | 11 | 15 | -5
CCC(C)[C@@H]1NC(=O)N(CCCN2CCCC2=O)C1=O (stereo partly drawn)
    6% | 20 | 1% | 0% | 6% | -2% | -1% | 6 | -3 | -3
Cc1cc(C(=O)CSc2nn3c(=O)c(C(C)(C)C)nnc3s2)c(C)n1C
    -16% | 12 | 1% | 21% | -17% | 0% | 4% | -3 | -2 | 15
O=C(CCc1ccccc1)Nc1ccc(N2CCCCC2)cc1
    -2% | -11 | 5%[46.1 µM] | ? | -7% | -2% | -11% | -1 | ? | -1
COc1ccc(C2CC(c3cccs3)=NN2C(=O)CCC(=O)O)cc1 (stereo not drawn)
    2% | 3 | / | -7% | 6% | 0% | 3% | 1 | 0 | -6
O=C(Nc1cc(C(F)(F)F)ccc1N1CCOCC1)c1n[nH]c(=O)c2ccccc12
    3% | -10 | 6% | 0% | 1% | 4% | 8% | 0 | 0 | 1
Cc1cc(C)cc(Oc2nc3c(C)cccn3c(=O)c2/C=C(\C#N)C(=O)NC2CCS(=O)(=O)C2)c1 (stereo not drawn)
    0% | -9 | 9%[46.1 µM] | -1% | 23% | -2% | ? | -3 | 16 | -5
O=S(=O)(Nc1nc2ccccc2nc1Nc1cccc(S(=O)(=O)N2CCCCC2)c1)c1ccccc1
    -6% | -1 | -3%[46.1 µM] | ? | -5% | -18% | 0% | 18 | 1 | -46
COc1ccccc1NC(=S)N1CCN(Cc2ccc3c(c2)OCO3)CC1
    -16% | 1 | 1%[46.1 µM] | -9% | -2% | 4% | 1% | 0 | -2 | 5
Cc1nc(SCC(=O)Nc2cc(C)on2)c2c3c(sc2n1)CCCC3
    ? | -10 | -5% | 9% | / | 1% | -1% | -37 | 3 | 10
O=C(Nc1ncc(S(=O)(=O)c2ccc([N+](=O)[O-])cc2)s1)c1ccc2ccccc2c1
    1% | -5 | -6%[46.1 µM] | -23% | 15% | 0% | -4% | -3 | 10 | -41
COCCOCCOCCC(=O)NC1CC2CCC1(C)C2(C)C (stereo not drawn)
    18% | 9 | 0% | 5% | 2% | 5% | -6% | 4 | 1 | -5
CSc1nccc(-c2c(-c3ccc(Cl)cc3)noc2C)n1
    -11% | 14 | 4% | 5% | 8% | 0% | 20% | 0 | 7 | -2
COc1ccc(N/C(C)=C/C(=O)c2ccccc2)cc1
    -6% | -1 | 0%[46.1 µM] | ? | -8% | 3% | 0% | -1 | 5 | 0
N#C/C(=C\C1=C(N2CCOCC2)C(=C/c2cccc([N+](=O)[O-])c2)/CC1)C(=O)Nc1ccccc1F
    0% | -9 | 1%[46.1 µM] | ? | -6% | 3% | -5% | -5 | 3 | 1
Cc1ccc(NC(=O)C2CCC(N3C(=O)C4CCCCC4C3=O)CC2)cc1 (stereo not drawn)
    -1% | -10 | 1% | -23% | -5% | -4% | -1% | -4 | 7 | 8
COc1ccc(NC(=O)CNc2cccc(C#N)c2)cc1Cl
    1% | 9 | -4% | 11% | 2% | 2% | -5% | 3 | 4 | -5
O=C1COc2ccc(C(=O)COc3ccc(Cl)cc3Br)cc2N1
    0% | -4 | -7% | -26% | 7% | -1% | 26% | -8 | 14 | -15
S=C(NCCc1c[nH]c2ccccc12)NC1CCCC1
    -30% | 5 | -7% | ? | 2% | 1% | -3% | i | ? | 11
CC(C)(C)c1ccc(CSc2nnc(-c3ccccn3)n2Cc2ccco2)cc1
    -34% | -23 | 0% | ? | -3% | -13% | 18% | -3 | -1 | -11
COC(=O)c1cccc(NC(=O)c2nn(C(C)C)c(=O)c3ccccc23)c1
    16% | 4 | -2% | 5% | -2% | -1% | -4% | 12 | 16 | -5
CC(=O)N1CCc2cc(S(=O)(=O)NC(C)c3ccccc3)ccc21 (stereo not drawn)
    9% | -9 | -4% | -4% | 4% | 0% | 2% | 6 | 4 | 13
CN(C)CCCNc1oc(-c2ccc(Cl)cc2)nc1S(=O)(=O)c1ccccc1
    1% | -26 | 0% | 18% | -2% | -5% | / | 27 | / | 3
Cc1ccc(C)c(NC(=S)NC2CC3CCC(C2)N3Cc2ccco2)c1 (stereo not drawn)
    4% | -1 | 4% | 12% | 4% | -1% | 2% | 2 | 0 | 9
C[C@H](CO)N1C[C@H](C)[C@@H](CN(C)C(=O)Nc2ccc(C(F)(F)F)cc2)Oc2c(NC(=O)c3ccncc3)cccc2C1=O
    2% | -3 | -4% | 5% | 0% | -1% | / | -10 | / | -8
CCCCCn1c(CNC(=O)CCC)nc2ccccc21
    -10% | -10 | -7% | -6% | 3% | 2% | -5% | 16 | 24 | 12
CCN(CC)CCOC(c1ccccc1)c1ccc(C)cc1 (stereo not drawn)
    0% | ? | 0%[46.1 µM] | -19% | -10% | 4% | -5% | 5 | 5 | 6
COc1cccc(-c2ccc(NC(=O)C3CCCN(CCCn4cccn4)C3)cc2)c1 (stereo not drawn)
    11% | -84* | -18% | -5% | 16% | 0% | -1% | 2 | 4 | -3
Cc1cccc(OCC(=O)Nc2cccc(O)c2)c1
    -19% | -10 | -2% | ? | 1% | -2% | 17% | -2 | ? | -10
Cc1ccc(N(C)C2=NC(=O)CS2)cc1Cl
    -3% | 2 | -6% | 2% | -16% | 4% | -1% | -10 | -2 | -1
CC(=O)c1cccc(S(=O)(=O)Nc2c(C)nn(C)c2C)c1
    14% | 4 | -13% | -3% | 2% | -1% | 3% | -19 | -4 | 7
COCCC(=O)Nc1ccc2c(c1)CN(C(=O)CCOC)CC2
    6% | 4 | 0% | 12% | 7% | 1% | 3% | 2 | -3 | 5
CSc1ccccc1NC(=O)CSc1nnc(CNC(=O)c2ccccc2F)n1C
    1% | -15 | 6% | -1% | 4% | 1% | 0% | -5 | 1 | -3
CC(C)(C)NC(=O)c1ccc(C(=O)NC(C)(C)C)cc1
    -4% | 3 | -2% | -6% | 2% | 2% | -1% | -2 | -4 | -5
CC(C)CC(C(=O)Nc1oc(-c2ccco2)c(-c2ccco2)c1C#N)N1C(=O)c2ccccc2C1=O (stereo not drawn)
    1% | 34 | 3% | 10% | 7% | -17% | 1% | 6 | -2 | 15
CCCCOCCCNC(=O)CN1C(=O)c2ccccc2C1=O
    -3% | 2 | 0% | 8% | / | 0% | -1% | -3 | 10 | -4
O=C(NCc1cccs1)C1CC(c2ccc(F)cc2)=NO1 (stereo not drawn)
    0% | 0 | 0% | ? | 3% | 0% | 4% | 1 | 1 | -4
Cn1c(=O)cc(OCCCC(=O)NCc2ccc3c(c2)OCO3)c2ccccc21
    13% | 2 | 1% | ? | -1% | -12% | 3% | 5 | -3 | 0
